SUMO1 PPI mod – SUMO1-SIM interaction modulation; P63165; SUMO1 binding to a labelled peptide, TR-FRET, 1 h; inhibition, % at 20 µM; 360,000 tested, 0.33% active; in the data active = inhibition above about 37%
Target sequence (P63165 whole entry, looked up): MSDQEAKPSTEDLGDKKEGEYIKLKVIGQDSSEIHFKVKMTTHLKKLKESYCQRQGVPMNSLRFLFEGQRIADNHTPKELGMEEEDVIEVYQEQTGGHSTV
DNMT1 block – inhibitors of human DNMT1; P26358; DNMT1 molecular beacon, Hinp1I cleavage, fluorescence; inhibition (reported as % activation of signal), % at 10 µM; 360,000 tested, 0.83% active; AID 588458; in the data active = inhibition above about 50%
Scp-1 inhibitor – Scp-1 (human) phosphatase inhibition; Q9GZU7; Recombinant Scp1, phosphopeptide, malachite green phosphate absorbance; inhibition, % at 20 µM; AID 493091; 340,000 tested, 0.88% active;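 active = inhibition above about 50% at 20 µM, limit read from the data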;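 note: plate controls were DMSO wells with enzyme for no effect and wells lacking enzyme for full effect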
Target sequence (Q9GZU7 76-261 limits assumed): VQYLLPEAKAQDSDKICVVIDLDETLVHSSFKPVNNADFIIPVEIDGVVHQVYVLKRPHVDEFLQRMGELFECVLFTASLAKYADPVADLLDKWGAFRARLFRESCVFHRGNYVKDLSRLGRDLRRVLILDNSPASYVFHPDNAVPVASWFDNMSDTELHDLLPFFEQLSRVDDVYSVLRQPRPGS
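Test system: SCP-1 catalytic domain; Buffer or medium: Acidic Tris acetate buffer with magnesium and detergent; Also added: Phosphorylated 17-residue peptide substrate; Compound: single 20 µM dose, 1% DMSO; Schedule: enzyme reaction 45 min at room temperature, colour 5 min, stabilisation 30 min; Signal: Phosphate-binding colour reagent, absorbance read at 630 nm.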
Rpn11 block – inhibitors of human proteasome Rpn11 | 360,000 tested, 0.59% active | human 26S proteasome, Ub4-pepOG fluorescence polarization; 20S core pre-blocked with epoxomicin | calls only at 20 µM | AID 588493 | O00487;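 active = inhibition at 20 µM, scaled to each plate's controls, above about 33%, limit read from the data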
CSN deneddyl inh – blocks human CSN-mediated cullin deneddylation. Q92905. Purified CSN, SCF-Nedd8-OG deneddylation, fluorescence polarization. inhibition, % at 12.5 µM. 360,000 tested, 0.38% active;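 active = pattern-corrected inhibition above about 35%, with an unprinted fluorescence ratio check between 0.5 and 1.5, limit read from the data, passing the limit was not always enough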;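 note: 0% = enzyme with substrate and 100% = substrate without enzyme; some results filed as inactive read as strong as hits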
Target sequence (Q92905 whole entry, looked up, one chain of several): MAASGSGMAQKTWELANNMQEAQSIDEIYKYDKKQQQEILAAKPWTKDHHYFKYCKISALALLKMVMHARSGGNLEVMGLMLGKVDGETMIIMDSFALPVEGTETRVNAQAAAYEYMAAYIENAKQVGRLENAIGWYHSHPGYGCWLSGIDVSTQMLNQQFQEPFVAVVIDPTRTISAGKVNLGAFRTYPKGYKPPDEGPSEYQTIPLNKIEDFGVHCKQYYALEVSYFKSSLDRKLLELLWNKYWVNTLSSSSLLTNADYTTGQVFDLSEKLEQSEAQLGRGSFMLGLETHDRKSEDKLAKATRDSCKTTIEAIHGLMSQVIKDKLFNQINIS
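Test system: purified human Csn5 enzyme expressed in HEK293T cells. Amount: 0.24 nM enzyme. Reagent: SCFSkp2-Nedd8OG substrate at 10 nM final. Schedule: 90 min incubation of compound, enzyme and substrate at room temperature. Detection: fluorescence polarization. Read-out: % inhibition of substrate cleavage by Csn5.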
NadD inh – blocks S. aureus nicotinate mononucleotide adenylyltransferase. AID 602399. inhibition, % at 20 µM. 360,000 tested, 0.78% active. purified NadD enzyme, colorimetric absorbance read-out; in the data active = inhibition above about 26%; note: some compounds past the cut are filed as inactive
Tb MetRS inh – Trypanosoma brucei MetRS inhibition; purified T. brucei MetRS, ATP depletion, Kinase-Glo luminescence; inhibition, % at 11.9 µM; 360,000 tested, 0.4% active;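 active = inhibition above a per-plate cutoff of the control wells' mean inhibition plus 3 SD, cut at about 5.5% in these data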;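 note: 0% = DMSO wells median and 100% = median of wells with control inhibitor compound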
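Material: parasite MetRS enzyme / Replication: singlicate, one well per compound / Signal: luminescence of leftover ATP / Schedule: 2 h aminoacylation at 25 °C after 15 min preincubation / Medium: HEPES-MgCl2-KCl buffer plus DTT, spermine, BSA, pyrophosphatase / Doses: 11.9 µM single point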
STEP block – inhibitors of human striatal-enriched phosphatase STEP; inhibition, % at 20 µM; 360,000 tested, 0.25% active; P54829; recombinant STEP, OMFP fluorogenic substrate, fluorescence;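 active = inhibition at 20 µM, scaled per plate between control wells, above about 37%, limit read from the data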;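 note: 0% = DMSO with enzyme and substrate and 100% = substrate only without enzyme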
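System: STEP (striatal-enriched tyrosine phosphatase) enzyme, cell-free; medium: Bis-Tris pH 6.0 buffer with DTT, detergent; dosing: 20 µM, 1% DMSO; times: reaction 20 min, ambient temperature; detection: fluorescence, 480/540 nm; read-out basis: normalized % inhibition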
LMPTP block – blocks human LMPTP phosphatase; recombinant LMPTP-A, OMFP fluorogenic substrate, fluorescence intensity; inhibition, % at 20 µM; P24666; 360,000 tested, 0.22% active;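 active = compounds that cut the enzyme signal by at least half of the control window in the single-dose screen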;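 note: plate controls were DMSO wells with enzyme plus substrate for no effect and substrate without enzyme for full effect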
Target sequence (P24666 whole entry, looked up): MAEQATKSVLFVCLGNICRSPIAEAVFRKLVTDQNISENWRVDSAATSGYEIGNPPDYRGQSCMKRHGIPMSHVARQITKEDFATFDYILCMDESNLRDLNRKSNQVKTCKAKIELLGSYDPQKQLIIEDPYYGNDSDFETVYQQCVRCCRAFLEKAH
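Assay system: LMPTP-A phosphatase enzyme | Input: 0.625 nM enzyme | Also added: Fluorogenic phosphatase substrate OMFP at 400 µM final | Compound dosing: One test concentration per compound, 20 µM, with 3% DMSO overall | Schedule: 50 min enzyme reaction at room temperature, protected from light | Signal: Fluorescence intensity | Benchmarks: no-enzyme and uninhibited controls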
MsrA inhibitor – bovine MsrA inhibition; 360,000 tested, 0.75% active; purified bovine MsrA, absorbance read-out; inhibition, % at 15.5 µM; in the data active = inhibition above about 4.5%;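 note: 0% = vehicle wells with enzyme and 100% = reference inhibitor wells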
Starred values were filed as active, the others as inactive; i = inactive; · = no result given.

SMILES	SUMO1 PPI mod	DNMT1 block	Scp-1 inhibitor	Rpn11 block	CSN deneddyl inh	NadD inh	Tb MetRS inh	STEP block	LMPTP block	MsrA inhibitor
COc1ccc2[nH]c(=O)c(CN(C(=O)COc3ccccc3)C(C)C)cc2c1	2	2	0	i	5	-3	-0.6	-6	-1.5	0.6
O=c1c(Cc2ccc(F)cc2)c(O)ccn1Cc1cccc(Cl)c1	0	-10	5	i	0	1	-0.4	-2	2.4	0.2
CCCc1cc(=O)[nH]c(SCC(=O)N2CCc3ccccc3C2)n1	0	1	-4	i	-3	3	-0.3	-2	-0.6	0.9
O=C(CNC(=O)Cc1ccccc1)N=Nc1c(O)[nH]c2ccc(Br)cc12	-9	10	-8	i	0	4	0.3	0	-0.8	1.1
COc1ccc(NC(=O)COc2ccc(/C=N/NC(=O)c3cccnc3)cc2OC)cc1	-13	7	-6	i	-1	4	-0.7	-2	-0.8	4.3
COc1ccc([C@H]2N[C@]3(CCCN(Cc4ccc(C(F)(F)F)cc4)C3=O)[C@H]3C(=O)N(C)C(=O)[C@@H]23)cc1	1	-1	·	i	1	4	-0.3	4	-1.3	-1.2
CN(C)CCCNC(=O)C[C@H]1C[C@H](C(=O)N2CCOCC2)[C@@]2(C)c3[nH]c4ccc(Cl)cc4c3CCN2C1=O	-16	-4	1	i	0	1	-0.1	3	-9.6	-1.0
Cc1ccc2[nH]c(=O)c(CN(Cc3nnnn3Cc3ccccc3)C3CCCC3)cc2c1	-1	-9	16	i	7	1	0.7	-1	0.2	0.6
CCN(CC(=O)NCc1ccc(Cl)cc1)C(=O)/C=C/c1ccc(C#N)cc1	-16	0	0	i	0	-3	-1.1	-2	-0.5	-0.4
N#CCCn1cc(/C=N/NC(=O)c2ccncc2)c(-c2ccccc2)n1	4	3	-7	i	-2	-5	-0.6	4	-1.6	-0.8
O=C(N/N=C/c1cc([N+](=O)[O-])cc([N+](=O)[O-])c1O)/C(=C\c1cccs1)NC(=O)c1ccccc1	-9	-2	-3	i	-4	39*	0.6	3	1.4	3.4
Cc1ccc(S(=O)(=O)N2CCC(n3nnc4cc(C)ccc43)CC2)cc1	2	-2	-3	i	-2	-1	0.2	0	0.1	-0.2
CSCCCc1cn([C@@H](CO)C(=O)NCCCCCCCCCCC(=O)N2CCNCC2)nn1	0	5	-6	i	-1	-2	-0.2	-2	-2.8	0.5
CC(=O)Nc1cc(-c2cccc(C(=O)NCCN(C)C)c2)cn2c(-c3ccccc3)cnc12	-18	-4	·	i	6	-5	-0.1	0	-0.1	1.2
CC(OC(=O)C1CC(=O)N(Cc2ccccc2)C1)C(=O)Nc1ccc(F)cc1Cl (centres undefined)	3	0	-9	i	-6	-4	-0.1	2	0.6	2.3
CCOC(=O)C(CO)(NC(C)=O)C(=O)OCC	9	-2	-2	i	2	-2	0.1	0	-0.4	-0.1
COCCCNC(=O)c1ccc(-c2csc(C)n2)cc1	1	5	9	i	-3	-2	-0.4	-2	-2.1	1.0
COC(=O)c1ccc(OCCN2CCCCCC2)cc1	2	-4	-8	i	-9	-1	-0.2	-2	-0.8	0.1
O=C(NNC(=O)c1ccc(Oc2cc(Cl)cc(Cl)c2)o1)c1ccccc1	1	-1	-11	i	-2	-9	-0.2	0	-0.1	1.6
c1cn(CCCNC2=NCCCCC2)cn1	7	-1	-1	i	-2	1	-0.1	-2	-9.9	0.3
NC(=O)CSc1oc(-c2cccs2)nc1S(=O)(=O)c1ccccc1	-5	-10	-13	i	-5	-2	-0.5	2	-0.7	1.2
O=C(CCc1nnc(CCCc2ccccc2)o1)NCCc1ccco1	2	1	3	i	-3	-4	-0.7	1	-0.1	-0.6
O=C(CCCn1c(SCC(=O)NCC2CCCO2)nc2ccccc2c1=O)NCc1ccccc1 (centres undefined)	4	5	-4	i	2	-3	-0.1	-2	-1.5	2.0
CCc1cc(C(=O)NCC(c2ccc(OC)cc2)N2CCOCC2)sc1C (centres undefined)	4	-11	-8	i	2	3	0.3	0	-1.0	-0.1
NS(=O)(=O)c1ccc(N/N=C/c2ccc[nH]2)c([N+](=O)[O-])c1	-36	-11	32	i	-3	1	-1.2	0	7.2	5.1*

Next records
SMILES	SUMO1 PPI mod	DNMT1 block	Scp-1 inhibitor	Rpn11 block	CSN deneddyl inh	NadD inh	Tb MetRS inh	STEP block	LMPTP block	MsrA inhibitor
CC(NC(=O)Nc1ccc(Br)cc1)C(C)(C)C (centres undefined)	-4	-1	-7	i	-1	-8	-0.1	0	0.0	0.7
COc1ccc(NC(=O)CSc2nnnn2C2CCCCC2)c(OC)c1	-2	2	-5	i	-2	-3	-0.6	0	-0.4	0.0
O=C(Cn1cc(C(=O)C(F)(F)F)c2ccccc21)NCc1ccco1	0	9	11	i	5	-2	-0.8	-2	-0.2	0.3
OCCN(CCCn1c(-c2ccncc2)nc2ccccc21)c1nc(CN2CCCCC2)cs1	-6	3	-8	i	4	-1	-0.2	-2	-1.2	1.8
CN(C(=O)COC(=O)c1ccc(Br)c([N+](=O)[O-])c1)c1c(N)n(Cc2ccccc2)c(=O)[nH]c1=O	-28	4	-6	i	2	0	-0.5	0	-0.7	1.6
Cc1c(Cl)c(C(F)(F)F)nn1CC(=O)N1CCSCC1	-1	-3	5	i	5	-3	-1.1	0	-1.6	-0.2
COc1ccc(C)cc1S(=O)(=O)N(CC(=O)Nc1cccc([N+](=O)[O-])c1)c1ccc(C)cc1	-7	-10	-18	i	-1	0	-0.3	3	3.0	2.0
Cc1c(C(=O)OC(C)CCN(C)C)oc2ccccc12 (centres undefined)	0	1	-4	i	-1	-1	0.4	-2	-2.3	-0.9
O=C(/C=C/c1ccc(OC(F)F)cc1)Nc1cccc(S(=O)(=O)N2CCOCC2)c1	-9	-7	-9	i	3	-8	0.0	-2	0.9	-0.2
c1ccc(CSc2nnc(NC3=NCCCCC3)s2)cc1	0	-2	2	i	5	1	-0.3	-1	0.2	0.4
Cc1cscc1-c1cc2nc(NCCCN(C)C)n(C)c(=O)c2s1	-23	-5	·	i	-1	-5	-0.2	1	0.2	1.5
O=C(CCNC(=O)c1ccc([N+](=O)[O-])cc1)Nc1ccccc1N1CCCC1	-38	1	-2	i	2	2	0.2	0	1.6	-1.3
S=C(c1ccco1)N1CCOCC1	-5	-32	2	i	-5	5	-0.3	-3	-1.5	-1.2
COc1ccc(C(=O)N/C(=C/c2ccccc2F)C(=O)NCCN2CCOCC2)cc1OC	-6	-1	-2	i	5	2	-0.2	-3	-1.6	0.1
COc1ccc2nc(SCC(=O)c3c(N)n(C4CC4)c(=O)[nH]c3=O)[nH]c2c1	5	5	-10	i	2	-6	-0.5	2	-0.1	-0.5
O=C(NC(=S)Nc1ccc2c(c1)OCO2)c1ccc(Cl)cc1	2	-7	-11	i	1	-5	-0.2	-1	0.3	-0.1
CC(=O)NCCNc1nc2cc(-c3ccc4c(ccn4C)c3)sc2c(=O)n1C	-15	-7	·	i	-4	-4	-0.1	-2	1.9	1.8
COCCN=C1NN=C(c2ccc(NC(C)=O)cc2)CS1	-2	-12	-9	i	5	-3	-0.1	-1	-0.1	2.1
Cc1cc2c(cc1C)NC(=O)C(C)CN2 (centres undefined)	-6	-13	·	i	2	-3	0.4	-2	0.0	-0.3
CC[C@H](C)Cc1cn([C@@H](CCCN=C(NC(=O)OC(C)(C)C)NC(=O)OC(C)(C)C)C(=O)NCCCCCCCCCCC(=O)N2CCN(C(=O)OC(C)(C)C)CC2)nn1	-19	-9	11	i	4	20	-0.3	15	16	·
Cc1ccc(NC(=O)C(NS(=O)(=O)c2cccc3nsnc23)C(C)C)nc1 (centres undefined)	-31	0	-3	i	20	-1	0.5	-1	0.5	-0.5
CCc1ccc2c(COC(=O)CNS(=O)(=O)c3ccc(NC(C)=O)cc3)cc(=O)oc2c1	1	-1	-5	i	1	0	0.4	-1	-0.4	-0.1
CCCn1c(SCC(=O)Nc2nnc(C)s2)nnc1-c1ccoc1C	3	3	-9	i	3	-9	-0.1	2	-0.1	0.9
COc1ccc(Br)cc1CNC(C)c1ccccc1 (centres undefined)	-4	-3	0	i	-13	-9	-0.1	-3	-3.0	0.6
O=C(CNC(=O)Cc1ccccc1)NCc1cccs1	1	5	-8	i	3	-1	-0.1	-3	-0.1	2.9

(list continues)
SMILES	SUMO1 PPI mod	DNMT1 block	Scp-1 inhibitor	Rpn11 block	CSN deneddyl inh	NadD inh	Tb MetRS inh	STEP block	LMPTP block	MsrA inhibitor
OC(CN(Cc1ccccc1)Cc1ccccc1)c1ccccc1 (centres undefined)	0	0	-21	i	0	-9	-0.4	-4	-0.4	-0.7
O=C(c1ccc(CN2CCOCC2)cc1)N1CCC(Cc2ccccc2)CC1	1	-1	0	i	4	-2	0.1	1	-1.6	-0.2
CC1CCN(C(=O)c2ccc(NC(=O)c3cccs3)cc2)CC1	-3	-4	-9	i	4	3	-0.1	0	-0.4	0.3
COc1ccc(-c2nn(-c3ccccc3)cc2C(=O)N2CCN(S(=O)(=O)c3ccccc3[N+](=O)[O-])CC2)cc1	5	-12	-8	i	4	16	-0.2	-2	3.1	0.5
COCc1nnc(NS(=O)(=O)c2ccc(F)cc2)s1	2	31	-5	i	1	3	0.5	-2	-0.5	-0.4
COc1ccc(N/N=C(\C#N)C(=O)NCCc2ccc(OC)c(OC)c2)cc1	-5	0	-4	i	0	0	-0.6	1	1.0	0.5
CN1C(C(=O)NCC2CC2)CC2Cn3c(nc4ccccc43)C21 (centres undefined)	6	-7	-8	i	4	1	-0.3	-1	-1.6	-0.1
O=C(c1ccccc1)N1CCN(C(=O)c2ccccc2)CC1	-1	0	1	i	-4	-10	-0.1	2	-0.1	-0.8

5 compounds already listed, ordered by count of non-hydrogen atoms, falling.
SMILES	SUMO1 PPI mod	DNMT1 block	Scp-1 inhibitor	Rpn11 block	CSN deneddyl inh	NadD inh	Tb MetRS inh	STEP block	LMPTP block	MsrA inhibitor
COc1ccc(-c2nn(-c3ccccc3)cc2C(=O)N2CCN(S(=O)(=O)c3ccccc3[N+](=O)[O-])CC2)cc1	5	-12	-8	i	4	16	-0.2	-2	3.1	0.5
O=C(c1ccc(CN2CCOCC2)cc1)N1CCC(Cc2ccccc2)CC1	1	-1	0	i	4	-2	0.1	1	-1.6	-0.2
CC1CCN(C(=O)c2ccc(NC(=O)c3cccs3)cc2)CC1	-3	-4	-9	i	4	3	-0.1	0	-0.4	0.3
O=C(c1ccccc1)N1CCN(C(=O)c2ccccc2)CC1	-1	0	1	i	-4	-10	-0.1	2	-0.1	-0.8
COCc1nnc(NS(=O)(=O)c2ccc(F)cc2)s1	2	31	-5	i	1	3	0.5	-2	-0.5	-0.4
